High-throughput results: PubChem, The Scripps Research Institute Molecular Screening Center
TDP2 absorb: human TDP2 enzyme inhibitors, primary screen, biochemical, epi absorbance, recombinant enzyme. Tyrosyl-DNA phosphodiesterase 2 (Homo sapiens), O95551. T5PNP hydrolysis, p-nitrophenol absorbance 415 nm. inhibition, % at 12.8 µM. 370,000 compounds, 0.34% hits. AID 720702, 2013;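 active = inhibition above the mean of all tested compounds plus 3 SD, set per campaign, cut at about 25% in these data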;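 also: 0% = DMSO with enzyme and 100% = buffer with substrate but no TDP2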
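System – recombinant human TDP2 · Amount – 120 nM TDP2 per well · Buffer or medium – Mg2+-containing Tris-HCl buffer, pH 7.5 · Reagent – T5PNP substrate, 5 mM · Dosing – 12.8 µM single point, 1% DMSO · Incubation – 2 h at 37 °C · Measured by – epi absorbance · Read-out basis – percent inhibition · Benchmarks – high control without enzyme, low control DMSO plus TDP2 · Repeats – singlicate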
LEDGF integ inh: blockers of LEDGF/p75-dependent integrase strand transfer – biochemical, TR-FRET, high throughput, primary screen; HIV-1 integrase (with human LEDGF/p75); TR-FRET IN-LEDGF/p75 DNA integration, Eu/Cy5; inhibition, % at 3.7 µM; 370,000 compounds, 0.64% hits;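 active = inhibition above the screen-wide mean plus 3 SD, cut at about 13% in these data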;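 also: signal is the Cy5 over europium emission ratio at 671 and 618 nm; 0% = plate median of compound wells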
UHRF1 MBD2 ctr: UHRF1 methylated DNA binding inhibitors, primary screen, counter-screen for MBD2 inhibitor project, biochemical, TR-FRET, human UHRF1, single concentration; UHRF1 binding to methylated oligo; 370,000 compounds, 0.75% hits; AID 687016, 2013; inhibition, % at 4.4 µM; in the data active = inhibition above about 21%;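 also: UHRF1 SRA domain binding a hemimethylated CpG hairpin DNA probe; 0% = median of test compound wells and 100% = reference inhibitor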
MBD2 inh: inhibitors of MBD2 binding to methylated DNA, primary screen, biochemical, TR-FRET, DNA-binding domain, human; Methyl-CpG-binding domain protein 2 (Homo sapiens), Q9UBB5; MBD2 binding to methylated oligonucleotide; inhibition, % at 4.4 µM; 370,000 compounds, 0.31% hits; in the data active = inhibition above about 13%
Target sequence (Q9UBB5 whole entry, looked up, the tested form may be a part): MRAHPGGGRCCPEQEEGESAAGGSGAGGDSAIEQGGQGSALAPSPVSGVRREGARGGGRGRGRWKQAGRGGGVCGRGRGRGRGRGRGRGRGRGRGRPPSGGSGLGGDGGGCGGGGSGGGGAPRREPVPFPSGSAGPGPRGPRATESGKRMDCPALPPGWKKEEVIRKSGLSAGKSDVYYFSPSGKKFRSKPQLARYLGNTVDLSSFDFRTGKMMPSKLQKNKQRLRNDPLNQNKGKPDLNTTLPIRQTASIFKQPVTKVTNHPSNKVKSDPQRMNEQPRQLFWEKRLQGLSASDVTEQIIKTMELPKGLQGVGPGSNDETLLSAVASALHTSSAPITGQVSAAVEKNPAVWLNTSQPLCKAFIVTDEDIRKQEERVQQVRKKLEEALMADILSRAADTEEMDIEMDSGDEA
KLK7 zymogen act: proKLK7 zymogen activators, primary screen, biochemical, fluorescence intensity. Kallikrein-7 (Homo sapiens), P49862. purified proKLK7, EDANS-DABCYL substrate fluorescence; 100% is mature enzyme control, 0% vehicle. activation, % at 7 µM. 370,000 compounds, 0.9% hits;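 active = activation above the mean of all tested compounds plus 3 SD, computed per campaign excluding outliers beyond control limits, cut at about 13% in these data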
Tn7 DDE FP: inhibitors of Tn7 peptide binding to fibrin DD(E), primary screen, biochemical, fluorescence polarization, human fibrin, Tn7 probe; 370,000 compounds, 0.13% hits; FP displacement of FITC-Tn7 peptide from fibrin DD(E); 0% = median of compound wells per plate; inhibition, % at 8.3 µM;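 active = inhibition above the mean of compounds falling within the control limits plus 3 SD of them, cut at about 14% in these data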;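 also: 0% = plate median of compound wells and 100% = 10 µM Aha-Tn7 peptide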
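assay system = human clot-derived fibrin DD(E) complex | quantity = Fibrin-DD(E) at 2 µM final | timing = 10 min preincubation, 3 h with tracer, room temperature | signal = fluorescence polarization | measure = percent inhibition | benchmarks = high control wells with 10 µM unlabelled Aha-Tn7 peptide (full inhibition) | replicates = singlicate testing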
TCR-CD3 inh: inhibitors of human TCR-CD3 interaction, primary screen, biochemical, fluorescence, TAMRA-labeled TCR probe; 360,000 compounds, 0.37% hits; inhibition, % at 9.4 µM; in the data active = inhibition above about 19%;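 also: recombinant mutant TCR 2C K166C tagged with TAMRA read by polarization; 0% = receptor in buffer alone and 100% = receptor with positive control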
PRMT1 inh: PRMT1 methyltransferase inhibitors, primary screen, biochemical, fluorescence polarization. Protein arginine N-methyltransferase 1 (Homo sapiens), Q99873. recombinant PRMT1, activity-based probe fluorescence polarization. inhibition, % at 2.79 µM. 370,000 compounds, 1.3% hits. AID 652257, 2013;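 active = inhibition above about 21% made by adding two undisclosed values, limit read from the data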
Target sequence (Q99873 whole entry, looked up): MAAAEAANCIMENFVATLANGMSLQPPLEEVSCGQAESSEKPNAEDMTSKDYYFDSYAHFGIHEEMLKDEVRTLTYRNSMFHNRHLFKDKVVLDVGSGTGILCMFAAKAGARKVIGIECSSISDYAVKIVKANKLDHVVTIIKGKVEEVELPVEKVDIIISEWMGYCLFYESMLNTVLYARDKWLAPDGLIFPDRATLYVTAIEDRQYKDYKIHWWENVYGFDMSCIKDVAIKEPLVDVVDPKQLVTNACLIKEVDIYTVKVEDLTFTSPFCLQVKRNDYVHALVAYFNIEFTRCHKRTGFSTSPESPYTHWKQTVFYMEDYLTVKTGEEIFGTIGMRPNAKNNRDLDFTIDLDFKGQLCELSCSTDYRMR
DDE Tn6 FP inh: inhibitors of Tn6 peptide binding to fibrin DD(E), primary screen, biochemical, fluorescence polarization, human fibrin, Tn6 probe | Fibrinogen beta chain (Homo sapiens), P02675 | Fibrin DD(E) TRITC-Tn6 fluorescence polarization displacement | inhibition, % at 8.3 µM | 370,000 compounds, 0.21% hits;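 active = inhibition above a per-campaign cutoff: mean of compounds within control limits plus 3 SD, cut at about 15% in these data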;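 also: 0% = median of all compound wells on the plate and 100% = blocking peptide control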
SIAE primary: human SIAE inhibitors, primary screen, biochemical, fluorescence polarization, FP-Rh probe, 1536-well HTS; inhibition, % at 9.66 µM; SIAE FP-Rh probe binding; 370,000 compounds, 0.69% hits; Sialate O-acetylesterase (Homo sapiens), Q9HAT2;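 active = inhibition above a cutoff: mean of compounds within the control limits plus 3 SD of those, cut at about 17% in these data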;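 also: 0% = plate median of compound wells and 100% = probe without SIAE protein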
* = called active by the depositor.

Values run as follows: TDP2 absorb, LEDGF integ inh, UHRF1 MBD2 ctr, MBD2 inh, KLK7 zymogen act, Tn7 DDE FP, TCR-CD3 inh, PRMT1 inh, DDE Tn6 FP inh, SIAE primary
COc1ccc(-c2ccc(NS(=O)(=O)c3cc([N+](=O)[O-])c(C)c([N+](=O)[O-])c3)cc2)nn1
→ -18, -3, 0, -2, 0.4, 2, 11, -2, -10, 0
O=C(NCc1ccco1)/C(=C/c1ccco1)NC(=O)c1ccco1
→ -5, -6, -2, -5, 1.2, 6, -3, 15, -3, 1
CCOC(=O)c1c(C)[nH]c(C)c1S(=O)(=O)NCCCc1ccco1
→ 10, 3, -3, -4, -0.8, -7, -1, 12, 0, 4
C#CCSc1nnnn1-c1ccc(Br)c(C)c1
→ 10, -4, -4, 5, 0.5, -5, -1, -3, 2, -2
Cc1cc(-c2ccc(Cl)cc2)n2ncnc2n1
→ -3, 0, 5, 3, 1.0, 1, -2, -2, 2, -2
COc1ccc(-c2nc(NC(=O)C3=NN(c4cccc(C)c4)C(=O)CC3)sc2C)cc1
→ -14, -2, 1, 2, -0.1, 0, -1, -5, 4, 1
O=C1C=C(c2ccc3ccccc3c2)C[C@@H](c2ccc(F)cc2)C1
→ 7, 4, 0, -4, -25, 2, -4, 0, -2, -4
Cn1c(C(=O)O)cnc1Sc1ncc(C(F)(F)F)cc1Cl
→ 12, -5, -3, 0, 0.1, 7, 0, -1, 5, 11
N#CCN1CCN(CC(=O)c2ccc(Br)cc2)CC1
→ -5, 6, 3, 8, -0.4, 4, -9, 4, -3, -1
Cc1ccc(-n2nc3cc(Cl)c(NC(=O)c4ccco4)cc3n2)cc1
→ 0, 2, -1, -5, -0.4, 2, -1, -5, 0, -5
CNC(C)C#Cc1ccc2c(=O)c3cc(C)c(C)cc3oc2c1 (configuration not stated)
→ -5, 0, -4, -3, 2.6, -6, -4, 0, -3, -16
CCCC(=O)Nc1ccc(NC(=O)c2cccc(OC)c2)nc1
→ -1, 0, -2, -1, -0.5, 2, 0, -3, -5, -4
Cc1ccc(SCCC(=O)OCC(=O)Nc2ncc(Cl)cc2Cl)cc1
→ 0, -1, 1, -5, -0.7, -1, 1, 0, 6, 2
COc1ccc(Cl)cc1NC(=O)CN(C)C(=O)c1cccc(S(=O)(=O)N2CCN(C)CC2)c1
→ 7, 0, -1, 1, -0.1, -7, -5, -4, 0, -1
CCOc1cc(CNCc2cccnc2)ccc1OCC(=O)NC(C)(C)C
→ -6, -3, 0, 3, 0.3, 4, -1, -2, -4, 10
Nc1nc2c(F)c(F)c(F)cc2s1
→ -3, -6, -1, 0, -0.1, 6, 4, 2, 3, -2
Cc1ccc(CN(C(=O)c2ccc(Cl)c([N+](=O)[O-])c2)C2CCS(=O)(=O)C2)o1 (configuration not stated)
→ 0, -1, -1, 1, -0.2, 0, 2, 0, 1, 5
COCC1=C(C(=O)OC)C(c2cccs2)n2ncnc2N1 (configuration not stated)
→ -9, -5, 2, 0, 0.1, -1, -1, -2, -2, -7
CCOC(=O)C1CCN(C(=O)/C=C/c2ccccc2)CC1
→ 5, 2, 4, 2, 0.3, 5, -13, 3, 6, 0
CC(C)COc1ccc(C(=O)OC2CC(C)(C)OCC2CN(C)C)cc1 (configuration not stated)
→ 2, 1, 18, 9, -0.7, 0, 6, 0, 12, -5
COc1cccc(-c2csc(N3CCN(CC(=O)NNC(=O)c4ccco4)CC3)n2)c1
→ 0, -1, 3, -5, -0.3, -2, 3, -2, 3, 1
COC(=O)c1sccc1NC(=O)c1ccccc1F
→ -3, -1, -2, -4, -1.1, -6, -4, 3, 8, 0
Cn1nc(C(=O)O)c(=O)n(C)c1=O
→ 15, -3, 2, 2, -2.3, 4, -4, 3, -9, 2
O=S(=O)(Nc1ccc(N2CCOCC2)cc1)c1ccccc1
→ -1, -3, -2, 2, 0.1, -2, 2, 1, 11, 5
COc1cccc(NC(=O)CCNS(=O)(=O)c2cccc3nonc23)c1
→ -3, -5, 1, -6, -0.3, 1, -10, 7, 2, -2
Cc1ccccc1N1CCN(Cc2c(C#N)c3ccccc3n2C)CC1
→ -6, -3, 3, -2, -0.2, 2, -2, 2, 4, -3
OCCn1ccc(-c2ccccc2OCc2ccc(F)cc2)n1
→ 0, 0, 0, 2, -0.4, 6, 3, 1, 8, 2
O=C(c1ccc(Cn2c(=O)[nH]c3ccccc3c2=O)cc1)N1CCN(c2ccc(F)cc2)CC1
→ -6, -1, 1, 3, 0.8, -1, -4, 0, -1, 0
CSc1ccc(CN(C)C(=O)c2ccc(S(=O)(=O)Nc3ccccc3)cc2)cc1
→ -7, 5, -1, 3, 0.6, 0, -1, 1, -2, -4
CN(C(=O)c1ccc(NC(=O)Cc2ccc(NC(=O)C3CCN(C(=O)C4CCCC4)CC3)cc2)cc1)C1CC1
→ 0, 1, -1, -3, 0.7, 0, 0, -2, 4, 4

Additional structures follow.
molecule	TDP2 absorb	LEDGF integ inh	UHRF1 MBD2 ctr	MBD2 inh	KLK7 zymogen act	Tn7 DDE FP	TCR-CD3 inh	PRMT1 inh	DDE Tn6 FP inh	SIAE primary
Cc1ccc(-c2ccc(S(=O)(=O)NCc3ccco3)cc2)cc1	-5	-4	6	-3	0.1	2	-5	3	-5	7
O=C(COC(=O)c1ccccc1Nc1ccccc1)NCc1ccco1	0	-3	21*	-1	-2.6	0	-5	-2	1	-4
COC(=O)Cc1c[nH]c2ccc(OCC(O)CNC(C)C)cc12 (configuration not stated)	2	-4	-2	0	0.8	1	4	1	2	12
Cc1ccc(CCNC(=O)CCS(=O)(=O)c2ccc3nc(C)sc3c2)cc1	2	-4	-2	0	-0.5	11	-4	4	-6	-3
O=C(Nc1nnc(CCc2ccccc2)s1)C1CCCO1 (configuration not stated)	5	0	0	2	0.4	-4	10	-2	2	-8
O=C(CSc1nnc(CNc2ccccc2)o1)N1CCCc2ccccc21	-3	-1	-1	-4	-0.4	-4	10	-1	9	3
CCn1c2ccccc2c2n[nH]c(=S)nc21	5	-1	-4	-5	-0.1	-8	0	1	-1	-1
O=C(Nc1cccc(Cl)c1N1CCOCC1)c1ccco1	-23	-6	6	2	-0.1	-5	3	5	-7	5
Oc1ccc(Br)cc1C1Nc2ccccc2S1 (configuration not stated)	1	-6	1	-1	-8.5	4	-4	5	2	-6
N#Cc1ccsc1NC(=O)c1cnccn1	3	0	-6	-7	-0.5	2	-7	-1	-3	7
CCCN(C)C1CN(Cc2cn(Cc3ccc(C)cc3)nn2)S(=O)(=O)C1 (configuration not stated)	1	-2	15	2	0.1	0	-2	4	-5	-1
CSc1nnc(C)c(/C=C/Nc2ccc(Cl)cc2)n1	2	3	-3	-1	-0.4	-3	-10	0	-3	1
CC(/C=C/c1ccccc1)=N/NC(=O)c1cc([N+](=O)[O-])cc([N+](=O)[O-])c1	8	-1	-1	8	0.3	9	-4	4	-3	6
O=C(Nc1cccc2ccccc12)NC1CCCCC1	-9	0	-1	0	-0.2	-4	1	-1	8	-2
Cc1csc(NC(=O)CCC(=O)N(CC(=O)NC2CCCC2)c2ccccc2)n1	3	1	0	3	0.5	-1	4	-2	-8	-2
Cn1c(SCC(=O)Nc2ccc(C(N)=O)cc2)nnc1-c1cccs1	-7	-1	0	0	0.2	5	4	-2	5	-2
CCOC(=O)Cn1c(=O)c2c(nc(N3CCCCC3)n2C)n(C)c1=O	7	-8	5	1	0.1	0	-7	2	-6	5

Just LEDGF integ inh, for 2 of the compounds above:
| mol | LEDGF integ inh |
| --- | --- |
| Cc1cc(-c2ccc(Cl)cc2)n2ncnc2n1 | 0 |
| COc1ccc(-c2nc(NC(=O)C3=NN(c4cccc(C)c4)C(=O)CC3)sc2C)cc1 | -2 |

Laid out differently: results already given.
> COc1cccc(-c2csc(N3CCN(CC(=O)NNC(=O)c4ccco4)CC3)n2)c1
  TDP2 absorb = 0
  LEDGF integ inh = -1
  UHRF1 MBD2 ctr = 3
  MBD2 inh = -5
  KLK7 zymogen act = -0.3
  Tn7 DDE FP = -2
  TCR-CD3 inh = 3
  PRMT1 inh = -2
  DDE Tn6 FP inh = 3
  SIAE primary = 1

> O=C(Nc1nnc(CCc2ccccc2)s1)C1CCCO1 (configuration not stated)
  TDP2 absorb = 5
  LEDGF integ inh = 0
  UHRF1 MBD2 ctr = 0
  MBD2 inh = 2
  KLK7 zymogen act = 0.4
  Tn7 DDE FP = -4
  TCR-CD3 inh = 10
  PRMT1 inh = -2
  DDE Tn6 FP inh = 2
  SIAE primary = -8
